# Lipid storage S3 = qHTS Assay for Lipid Storage Modulators in Drosophila S3 Cells; Drosophila S3 cells, BODIPY lipid droplet fluorescence, 18-24 h; cells fed with added oleic acid; Potency in µM for hits, for the others lipid storage change, negative = inhibition, % at the top dose, mostly 46.1 µM; 320,000 compounds, 0.64% hits; active = well fitted inhibition curve with a large enough effect in the signal ratio, with a control signal flat, not every such curve was filed as active; inconclusive = small, poorly fitted or top-dose-only effect, or effect the other way, or a change in a side signal; the % refers to the signal ratio
#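 Laser-scanning cytometry quantifies lipid droplet accumulation (500–530 nm total intensity; droplet/cell object ratio) in oleic acid-fed (400 uM added) Drosophila S3 cells treated with a concentration series. 20 uM Triacsin C defined 100% inhibition.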
# Lipid storage S3 cell count max = recorded beside Lipid storage S3, whose call it bears; cell number change, %; measured here: cell count max response;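 cells counted by Cell Tracker Red CMTPX staining in the red channel; peak over a dose series mostly up to 46.1 µM; percent activity relative to internal control wells on each plate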
# Active calls of the source: *; i = inactive; ? = inconclusive; / = not tested or not shown; & = joins results of further samples. % is scaled to controls: 0 for no effect and ±100 for the full control effect; potency is read from the fitted curve at half-maximal effect.
# Screens in order: Lipid storage S3	Lipid storage S3 cell count max
> COc1ccc(-c2nn(-c3ccccc3)cc2C(=O)N2c3ccc(C)cc3C3CN(C)CCC32)cc1 (centres undefined)
    ?	/
> NC(=O)Cn1cc(C=C2C(=O)NC(=O)NC2=O)c2ccccc21
    6.4%	12.8
> c1ccc(P(c2ccccn2)c2ccccn2)cc1
    ?	/
> COc1ccc(NC(=O)c2c(C)nn(Cc3ccccc3Cl)c2Cl)cc1Cl
    -11.6%	-15.4
> c1ccc2sc(C3CCNCC3)nc2c1
    ?	/
> CCn1c(O)c(C=Nc2ccc(N3CCOCC3)cc2)c(=O)n(CC)c1=S
    -4.3%	0.1
> COC(=O)C1=C(c2ccc(C(C)=O)cc2)C[C@@H]2CC[C@H]1N2C(=O)N1CCCCC1
    ?	/
> C/C(=N\N(C)c1ccccc1)c1c(O)[nH]c(=O)[nH]c1=O
    ?	/
> COc1cc(/C=C/C(=O)c2c(O)n(CCc3ccccc3)c(=O)[nH]c2=O)ccc1O
    ?	/
> COc1ccc(CCNCc2sccc2C)cc1
    ?	/
> Nc1cc(Cl)cc(Cl)c1
    18.2%	16.9
> CCOC(=O)c1c(C)n(Cc2ccc3c(c2)OCO3)c2ccc(O)cc12
    ?	/
> CC12CCC3C(CC=C4CC5(CCC43C)OCCO5)C1CCC2=O (centres undefined)
    3.8%	-0.6
> CCC1(CCc2ccncc2)C(=O)NC(=O)NC1=O
    ?	/
> CC1CCCCN1C(=O)CCn1c(=O)oc2ccccc21 (centres undefined)
    ?	/
> O=C(c1ccc(N2CC3CC(C2)c2cccc(=O)n2C3)c([N+](=O)[O-])c1)N1CCCCC1 (centres undefined)
    -13.6%	-12.3
> O=C1NC(=O)N(Cc2ccccc2)C(=O)/C1=C\c1ccco1
    ?	/
> CCC(C)n1c(O)c(C=NCc2cccnc2)c(=O)[nH]c1=S (centres undefined)
    -2.9%	9.9
> COC(=O)[C@H]1C[C@@H]1[C@H](NP(=O)(c1ccccc1)c1ccccc1)c1ccccc1
    3.1%	/
> COc1cccc(C(=O)C2CCCN(Cc3cccc(C)n3)C2)c1 (centres undefined)
    21.8%	/

# The list continues.
# Screens in order: Lipid storage S3	Lipid storage S3 cell count max
> NC(=O)C1CCN(/C=C2\C(=O)NC(=O)N(Cc3ccco3)C2=O)CC1
    -3.2%	6.4
> COc1cccc(C(=O)N2CCC3(CC2)OCCO3)c1
    ?	/
> C1CCCN(C2CCNCC2)CC1
    ?	/
> CC(C)OP(=O)(O)NC(=O)c1ccccc1
    7.8%	-17.1
> O=C(COc1ccc(Br)cc1)N1CCN(Cc2c[nH]c3ccccc23)CC1
    ?	/
> CCOP(=O)(OCC)C(O)c1ccc(Br)cc1 (centres undefined)
    8.2%	15.9
> Cn1cc(C(=O)NC2CC2)c2ccccc21
    ?	/
> CC(=NCc1ccc2c(c1)OCO2)c1c(O)n(C)c(=O)n(C)c1=O
    ?	/
> CN1CCN(c2nccc3c2ncn3C)CC1
    -5.2%	-3.2
> C#C[C@]1(O)CCC2C3CCC4=C/C(=N/OCC(=O)NC(C)C(=O)NC(CCSC)C(=O)O)CC[C@]4(C)C3CC[C@@]21C (some centres undefined)
    ?	/
> C[C@H](O)[C@H]1CC[C@H]2[C@@H]3CCC4=CC(=O)CC[C@]4(C)[C@H]3CC[C@]12C
    -9.1%	1.1
> COC(=O)C1=C(c2ccccc2OCc2ccccc2)C[C@@H]2CC[C@H]1N2C(=O)NCc1ccccc1
    i	-13.3
> O=C(c1cc(-c2ccncc2)nc2ccccc12)N1CCC2(CC1)OCCO2
    20.1%	1.7
> CCOc1ccccc1CN1CCCC(C(=O)c2cc(F)ccc2F)C1 (centres undefined)
    -23.2%	25.3
> CN1CCN(c2c(F)cc([N+](=O)[O-])c(N)c2Br)CC1
    3.7%	-14.7
> CCOC(=O)C(O)(c1ccc(N)c(OC)c1)C(F)(F)F (centres undefined)
    ?	/
> COc1ccc(-n2c(O)c(C(C)=NCc3ccco3)c(=O)[nH]c2=O)cc1
    19.7%	14.1
> Cc1cc(C(=O)CN2CCCC2)c(C)n1-c1ccc(F)cc1
    ?	/
> O=C1NC(=S)N(c2ccccc2)C(=O)C1C(c1ccncc1)C1C(=O)NC(=S)N(c2ccccc2)C1=O (centres undefined)
    -29.4%	-18.0
> COc1cc(O)cc2c1C(=O)O[C@@H](C)CCCC(=O)CCCCC2
    ?	/

# Some of the entries so far, with each value named.
Compound: COc1cc(/C=C/C(=O)c2c(O)n(CCc3ccccc3)c(=O)[nH]c2=O)ccc1O
  Lipid storage S3: ?; Lipid storage S3 cell count max: /
Compound: COc1ccc(CCNCc2sccc2C)cc1
  Lipid storage S3: ?; Lipid storage S3 cell count max: /

# (listing goes on)
# Screens in order: Lipid storage S3	Lipid storage S3 cell count max
> O=C(CN1CC(c2ccccc2)CC1=O)NCc1ccc(F)cc1 (centres undefined)
    -2.1%	-6.6
> Cn1c(O)c(C=NC(CC(N)=O)C(=O)O)c(=O)n(C)c1=O (centres undefined)
    ?	/
> O=[N+]([O-])c1ccccc1CNCCc1ccc(F)cc1
    i	/
> COc1ccc(-n2nc(C(=O)NCC(=O)N3CCC4(CC3)OCCO4)c3ccccc3c2=O)c(OC)c1
    i	-7.1
> Cc1cc(Oc2ccc(C(F)(F)F)cc2[N+](=O)[O-])c2c3c(c(=O)oc2c1)CCCC3
    13.7%	8.7
> CC(=O)N1N=C2C3CCN(CC3)C2C1c1ccc(C)cc1 (centres undefined)
    -4.9%	4.7
> CCCCCCC[n+]1ccc(-c2cc[n+](CCCCCCC)cc2)cc1
    ?	/
> C=CCN1CC[C@]23c4c5ccc(O)c4OC2C(=O)CC[C@@]3(O)C1C5 (some centres undefined)
    -20.6%	-3.1
> CCOc1ccc2nc(N=Nc3c(O)[nH]c(=O)[nH]c3=O)sc2c1
    6.3%	-10.7
> COc1cc(CN2CCCC(C(=O)c3sccc3C)C2)cc(Cl)c1O (centres undefined)
    15.9%	-6.6
> O=c1[nH]c(O)c(/C=C2\C=NN=C2c2ccccc2)c(=O)[nH]1
    ?	/
> CCCC[N+]1(C)[C@@H]2CC(OC(=O)[C@H](CO)c3ccccc3)C[C@H]1[C@@H]1O[C@@H]12 (some centres undefined)
    -1.8%	6.6
> COc1ccc(-c2cc(=NCCCCCC(=O)O)c3cc(C)ccc3o2)cc1
    ?	/
> O=c1[nH]c(=O)n(Cc2ccccc2)c(O)c1/C=C1\C=Nc2ccccc21
    ?	/
> O=C(O)c1ccc(N=Cc2c(O)n(Cc3ccc(F)cc3)c(=O)[nH]c2=O)cc1
    -7.8%	-1.7
> CCN(CC)S(=O)(=O)N1CCC(C(=O)N2CCC3(CC2)OCCO3)CC1
    ?	/
> COC(=O)C1=C(c2ccc(Cl)c(C(F)(F)F)c2)C[C@@H]2CC[C@H]1N2C(=O)NCc1cc(C)oc1C(F)(F)F
    i	-2.7
> N#CC1(c2ccccc2)CCN(C2CC(=O)N(c3cccc(F)c3)C2=O)CC1 (centres undefined)
    8.3%	4.7
> Cc1ccc(-n2c(O)c(C=NC3CCCCC3N)c(=O)[nH]c2=O)cc1C (centres undefined)
    17.1%	-11.8
> CCOc1ccccc1OCC(=O)Nc1ccc(Cl)cc1C(=O)c1ccccc1
    ?	/

# Following part:
# Screens in order: Lipid storage S3	Lipid storage S3 cell count max
> CCOP(=O)(OCC)C(O)c1ccc(N(C)C)cc1 (centres undefined)
    -22.5%	/
> C=CCN1C[C@@H](C)N(C(c2ccc(C(=O)N(CC)CC)cc2)c2cccc(OC)c2)C[C@@H]1C (some centres undefined)
    -16.4%	1.6
> N#CC(C#N)=Cc1ccc(O)c(O)c1
    14.7%	17.3
> COc1ccc(C2CN(C)CC2C(=O)c2ccc(F)cc2)cc1Cl (centres undefined)
    ?	/
> O=C(NCc1ccc(C(=O)N2CCC3(CC2)OCCO3)cc1)c1ccc2c(c1)OCO2
    -9.7%	-13.6
> Cc1cccc(C)c1OC(=O)Cc1ccccc1
    2.4%	-0.9
> CCCC(=O)N(C)C1=Nc2ccc(Cl)cc2C(c2ccccc2)=[N+]([O-])C1
    ?	/
> O=c1[nH]c(=O)n(-c2ccc(Cl)cc2)c(O)c1C=NCCN1CCCCC1
    3.6%	27.7
> CC(C(=O)Nc1ccc(Cl)cc1Cl)N1CC=C(c2ccccc2)CC1 (centres undefined)
    ?	/
> COc1ccccc1NC1=NCCS1
    25.9µM*	-10.9*
> CC12CC[C@H]3[C@@H](CCC4(O)C[C@H](O)CCC34/C=N/NC(=O)c3ccccc3[N+](=O)[O-])C1(O)CCC2C1=CC(=O)OC1 (some centres undefined)
    2.6%	/
> Cc1cc(NC(=O)CCC(=O)N2CCC3(CC2)OCCO3)no1
    ?	/
> CS(=O)(=O)NNP(=O)(NNS(C)(=O)=O)NC(=O)c1ccc(Br)cc1
    -0.1%	7.4
> CC/C(=N\N1CCN(C)CC1)c1c(O)[nH]c(=O)[nH]c1=O
    -2.8%	7.2
> CCSc1nnc([C@@H](N)Cc2c[nH]c3ccccc23)o1
    ?	/
> CN1CCc2nc(SCC(=O)OC(C)(C)C)c(C#N)cc2C1
    13.8%	-16.0
> CCN1CCN(c2ccc(NC(C)=O)cc2Cl)CC1
    ?	/
> CC(=O)Nc1ccc(OC(=O)N2CCCCC2)cc1
    i	22.6
> CN(C)C1=C(C#N)C(c2ccccc2)=NP(N(C)C)(N(C)C)=N1
    ?	/
> O=C1CN=C(c2ccccc2)c2ccccc2N1
    14.7%	21.7

# (cont.)
# Screens in order: Lipid storage S3	Lipid storage S3 cell count max
> CC(C)N1OC2CC1c1nc3ccccc3n1C2 (centres undefined)
    ?	/
> CC[C@@H](CO)NC(=O)[C@@H]1C=C2c3cccc4c3c(cn4C)C[C@H]2N(C)C1
    15.4%&9.1%&8.7%	0.0&11.7&0.3
> C[C@]12CC[C@@H](O)C[C@@H]1CC[C@@H]1[C@@H]2CC[C@]2(C)C(=O)CC[C@@H]12
    -0.2%	-0.3
> COCc1ccc(CN2CCCC(C(=O)c3sccc3C)C2)o1 (centres undefined)
    12.2%	9.7
> CC(C)c1ccccc1OCC(=O)N1CCCN(C)CC1
    -7.6%	-16.6
> C=CCn1c(O)c(C(CC)=Nc2ccccc2NC(C)=O)c(=O)[nH]c1=O
    ?	/
> O=C(c1ccc(Cl)cc1)C1CCCN(Cc2ccc3ncccc3c2)C1 (centres undefined)
    ?	/
> CN1C(=O)NC(=O)/C(=C\c2ccc([N+](=O)[O-])o2)C1=O
    ?	/
> O=C(Cn1c(=O)n(CC2CS2)c2ccccc21)N1CCCCC1 (centres undefined)
    1.5%	15.8
> CC(C)N1CCN(Cc2cccc([N+](=O)[O-])c2)CC1
    -0.9%	-0.5
> COc1ccc(Br)cc1CN1CCN(C(=O)Cc2ccccc2)CC1
    i	8.5
> CN1CCc2c([nH]c3ccccc23)C1
    -12.0%	-7.0
> O=C1NC(=O)N(Cc2ccco2)C(=O)/C1=C/C=C/c1ccco1
    ?	/
> CN(C)CP(=O)(Nc1ccccc1)N(C)C (centres undefined)
    -16.8%	-3.4
> CC(Cc1ccccc1)NCC(=O)Nc1cc(N(C)C)nc2ccccc12 (centres undefined)
    -2.8%	-3.6
> COC(=O)C(O)(c1ccc(N(C)C(=O)c2cccs2)cc1)C(F)(F)F (centres undefined)
    -7.7%	-17.8
> CCCNS(=O)(=O)c1ccc(OCC(=O)N2CCN(Cc3ccc4c(c3)OCO4)CC2)cc1
    ?	/
> COc1ccc(C2C(C#N)=C(N)Oc3c2c(=O)oc2ccccc32)cc1Cn1cc([N+](=O)[O-])cn1 (centres undefined)
    -12.5%	/
> CN1CC[C@@]23CCCC[C@@H]2[C@@H]1Cc1ccc(O)cc13
    ?	/
> CCc1ccc(NC2=NCCCS2)cc1
    i	-7.1

# Additional compounds:
# Screens in order: Lipid storage S3	Lipid storage S3 cell count max
> CCCCOCCCN1C(C)=CC(=C2C(=O)NC(=S)NC2=O)C=C1C
    -6.2%	-3.4
> CC1CCN(C(=O)C(C)Cl)CC1 (centres undefined)
    0.9%	16.0
> C[N+]1(C)C2CCC1CC(OC(=O)c1c[nH]c3ccccc13)C2 (centres undefined)
    ?	/
> Cc1ccc(C2N3CCCN23)cc1 (centres undefined)
    ?	/
> O=C(Nc1ccc(OC(=O)N2CCCCC2)cc1)N1CCOCC1
    1.7%	2.1
> CCC(=NC1CCN(Cc2ccccc2)CC1)c1c(O)[nH]c(=O)[nH]c1=O
    8.1%	-14.1
> COc1ccccc1C1C([N+](=O)[O-])=C(N)Oc2c1c(=O)oc1ccccc21 (centres undefined)
    ?	/
> Nc1c(C(=O)NC2CCCC2)c2nc3ccccc3nc2n1CC1CCCO1 (centres undefined)
    ?	/
> OC(CCNCCc1c[nH]c2ccccc12)C(F)(F)F (centres undefined)
    ?	/
> CNC(C(=O)c1ccccc1)C(OC(C)=O)c1cccc([N+](=O)[O-])c1 (centres undefined)
    -0.5%	13.0
> COc1ccc(NC(=O)CN(C)C(=O)CSC(c2ccccc2)c2ccccc2)cc1
    ?	/
> Cc1ccc(-c2nc3ccccc3c(=O)n2-c2ncccc2C)cc1
    ?	/
> COC(=O)C1=C(c2ccc(OC(F)(F)F)cc2)C[C@@H]2CC[C@H]1N2C(=O)N1CCCC1
    ?	/
> COc1cc(C=C2C(=O)NC(=O)NC2=O)ccc1O
    -2.1%	-6.7
> Cc1ccc(N2C(=O)NC(=O)/C(=C\c3ccc([N+](=O)[O-])o3)C2=O)cc1
    ?	/
> Cc1cccn2c(=O)c3c(nc12)N1CCCCC1C1(C3)C(=O)N(C)C(=O)N(C)C1=O (centres undefined)
    -2.5%	17.8
> O=S(=O)(c1ccc(F)cc1)N1CCCCC1c1cccnc1 (centres undefined)
    -1.0%	-0.7
> CC1=C2C(=O)C3C(CC=C4CC(OC5OC(O)C(O)C(O)C5CO)CCC43C)C2CCC12OC1CC(C)CNC1C2C (centres undefined)
    ?	/

# Screening results from PubChem.

# Only part of the results is shown; the hit share may differ from the screen's.
